Eya2 phos inh = blocks the phosphatase activity of human Eya2 | O00167 | Potency, µM (titrated, usually from 76.9 µM), without a hit: at the top dose activity, negative = inhibition, hits mostly inhibitors | actives 0.006% (n = 330,000) | recombinant Eya2, OMFP fluorescence dephosphorylation (OMFP is methylfluorescein phosphate); also: potency is read from the fitted curve at half-maximal effect; % is scaled to controls: 0 for no effect and ±100 for the full control effect
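Eya2 protein (added as 0.2 uM solution) was preincubated with compound for 10 min at ambient temperature in 50 mM HEPES pH 7.5, 50 mM NaCl, 5 uM MgCl2, 0.05% BSA, 1 mM DTT. OMFP (added at 50 uM) then reacted 10 min; fluorescence read at 485/525 nm.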
ELG1 genotoxic = inducers of genotoxicity in HEK293T ELG1-luciferase cells | actives 1.3% (n = 330,000) | Potency, µM (highest dose often 46 µM), without a hit: at the top dose activity change, positive = activation, hits mostly activators | HEK293T ELG1-luciferase reporter, luminescence, 16 h; also: potency is read from the fitted curve at half-maximal effect; % of control where 0% means no effect; nearly all actives have a fitted effect of over 60% in size
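Step 1: seed 2,000 HEK293T ELG1-luciferase cells per well. Step 2: add compound or DMSO, incubate 16 hr at 37 °C. Step 3: ONE-Glo, 30 min at room temperature, read luminescence.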
Integrin act MD = integrin-mediated muscular dystrophy alleviation activation; alpha7betagal myoblasts, beta-gal FDG fluorescence, 48 h; Potency, µM (doses to about 38.3 µM), without a hit: at the top dose activation, hits mostly activators; actives 0.064% (n = 350,000);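 also: potency is read from the fitted curve at half-maximal effect; 100% = response of the positive control SU9516; nearly all actives have a fitted effect of over 60% in size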
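Alpha7betagal+/- myoblasts (passage 13) were plated 16-24 hr, then exposed to compounds (1:260 dilution of DMSO stock) for 48 hours at 37C. After MPER lysis, β-galactosidase reporter activity was read as FDG fluorescence (ex 480/em 540) after 30 minutes.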
TRPV1 ag = agonists of human vanilloid receptor 1 (TRPV1); Q8NER1; TRPV1-expressing cells, Fluo-8 calcium influx, agonist mode; activation, % at 8.33 µM; actives 0.19% (n = 320,000); AID 540275; in the data active = activation above about 80%; inconclusive = between about 30% and that limit; also: 0% is about no effect
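TRPV1-expressing cells were cultured overnight at 35.5C and loaded with Fluo-8 calcium dye for 40 to 90 min at room temperature. After a 10 s baseline, compound was added and calcium influx was read kinetically for 3 min (ex 480/em 520 nm).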
B2AR arrestin = agonists driving beta-arrestin recruitment to human beta2-adrenergic receptor | P07550 | beta-arrestin recruitment to beta2AR, cell-based reporter | Potency, µM (highest dose often 46.1 µM), inactives show at the highest dose activation, usual class: activators | actives 0.02% (n = 330,000);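 also: potency is read from the fitted curve at half-maximal effect; 0% = DMSO controls and full agonism = EC100 isoproterenol or metaproterenol; nearly all actives have a fitted effect of over 65% in size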
ASM inhibitor = inhibitors of human secretory acid sphingomyelinase; placental ASM, HMU-PC fluorogenic substrate, 60 min; actives 0.006% (n = 340,000); Potency, µM (highest dose often 57.5 µM), without a hit: at the top dose activity change, negative = inhibition, most hits filed as inhibitors; P17405; also: potency is read from the fitted curve at half-maximal effect
Target sequence (P17405 47-631 limits assumed): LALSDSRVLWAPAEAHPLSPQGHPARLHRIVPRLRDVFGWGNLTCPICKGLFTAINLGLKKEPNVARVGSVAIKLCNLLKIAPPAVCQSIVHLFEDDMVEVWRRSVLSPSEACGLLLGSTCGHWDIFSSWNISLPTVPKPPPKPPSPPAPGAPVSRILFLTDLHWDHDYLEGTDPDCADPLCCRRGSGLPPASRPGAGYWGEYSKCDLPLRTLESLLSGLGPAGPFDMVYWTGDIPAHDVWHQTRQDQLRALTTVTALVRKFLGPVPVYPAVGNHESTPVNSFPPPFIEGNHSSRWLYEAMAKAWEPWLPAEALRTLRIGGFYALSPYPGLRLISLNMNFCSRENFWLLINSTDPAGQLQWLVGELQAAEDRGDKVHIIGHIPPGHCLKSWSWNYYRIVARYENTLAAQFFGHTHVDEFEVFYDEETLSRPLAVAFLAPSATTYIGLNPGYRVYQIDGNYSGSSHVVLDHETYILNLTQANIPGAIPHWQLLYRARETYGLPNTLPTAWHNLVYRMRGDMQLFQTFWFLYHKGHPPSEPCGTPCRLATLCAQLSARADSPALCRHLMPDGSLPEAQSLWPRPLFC
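Human placenta-derived ASM preincubated with compound 10 min at room temperature, then reacted with 9 uM (final) fluorogenic HMU-PC substrate for 60 min at 37 C. Stop solution raises pH to 10; fluorescence read at Ex 386/Em 447 nm.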
p53 reactivation = re-activators of mutant p53 | H1299 p53-A138V BP100-luciferase reporter, luminescence, 24 h | Potency, µM (highest dose often 92.2 µM), without a hit: at the top dose activity change, positive = activation, hits mostly activators | actives 0.063% (n = 320,000); also: potency is read from the fitted curve at half-maximal effect; % of control where 0% means no effect; nearly all actives have a fitted effect of over 45% in size
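p53-null H1299 cells stably carrying temperature-sensitive p53-A138V and a BP100-luciferase reporter were pinned with compounds (4-point, 1:5 series) and held 24 hrs at 37 deg C. Luminescence was read 10 min after detection reagent.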
BRCA1 expr up = activators of BRCA1 expression; actives 1.1% (n = 380,000); Potency, µM (highest dose often 46.1 µM), without a hit: at the top dose activation, hits mostly activators; MCF7-BRCA1-FFLuc reporter, luminescence, 48 h; response scale: scaled: vehicle 0%, 10 µM genistein 100%; AID 624202; also: potency is read from the fitted curve at half-maximal effect; nearly all actives have a fitted effect of over 80% in size; some results filed as inactive show a strong effect at the top dose
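Quantitative HTS in MCF7 cells stably reporting BRCA1 expression via firefly luciferase. Compound treatment lasts 48 h at 37 °C in phenol-red free MEM. Activation is expressed relative to genistein at 10 microM and DMSO.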
PTAP TSG101 blk = blocks PTAP/TSG101 interaction to inhibit HIV-1 budding. Fluorescence polarization, FITC-PTAP peptide / Tsg101 binding. Q99816. AID 493005. 340,000 tested, under 10 active. Potency, µM (series often up to 115 µM), without a hit: at the top dose activity change, negative = inhibition, usual class: inhibitors; active = well fitted inhibition curve with a large enough effect in the main read-out, with a control signal flat, not every such curve was filed as active; inconclusive = small, poorly fitted or top-dose-only effect, or effect the other way, or a change in a side signal; inactive = no such curve, though single readings can be large or run the other way; also: potency is read from the fitted curve at half-maximal effect; % of control where 0% means no effect
Target sequence (Q99816 whole entry, looked up): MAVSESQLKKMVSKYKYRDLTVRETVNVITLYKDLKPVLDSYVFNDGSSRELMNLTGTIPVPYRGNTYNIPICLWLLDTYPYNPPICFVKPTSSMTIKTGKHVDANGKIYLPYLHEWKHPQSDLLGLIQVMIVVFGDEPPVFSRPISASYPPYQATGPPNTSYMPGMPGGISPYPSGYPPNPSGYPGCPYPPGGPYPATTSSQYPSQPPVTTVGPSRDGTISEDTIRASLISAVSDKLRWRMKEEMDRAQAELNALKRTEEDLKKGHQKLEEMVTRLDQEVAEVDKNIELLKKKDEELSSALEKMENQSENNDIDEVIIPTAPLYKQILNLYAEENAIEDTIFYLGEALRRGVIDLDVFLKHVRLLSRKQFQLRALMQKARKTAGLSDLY
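Fluorescence anisotropy tracks displacement of a FITC-tagged PTAP peptide (50 nM) from the Tsg101 binding domain (10 uM), following a 20 min room-temperature incubation at pH 7.5.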
USP2a block = inhibitors of human ubiquitin-specific protease USP2a; USP2 core, Ub-CHOP2 coupled fluorogenic reporter, 485/531; actives 0.01% (n = 330,000); Potency, µM (titrated, usually from 38.3 µM), for inactives: at the top dose activity change, negative = inhibition, most hits filed as inhibitors; AID 463254;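 also: potency is read from the fitted curve at half-maximal effect; plate controls were DMSO wells for no effect and full inhibition by NEM control for full effect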
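Cell-free coupled assay: 10nM USP2 core preincubated 30min RT with compound in Tris-HCl pH 8.0/CaCl2/CHAPS buffer, then 25nM Ub-CHOP2 and 25nM reporter substrate; fluorescence (Ex 485/Em 531) read after 60min RT, normalized to NEM inhibition, concentration-response curves fitted.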
uPA generation = inhibitors of cell surface uPA generation; actives 0.31% (n = 330,000); Potency, µM (series often up to 38.3 µM), inactives show top-dose activity change, negative = inhibition, hits mostly inhibitors; cell surface uPA generation assay, qHTS; active = well fitted inhibition curve with a large enough effect; inconclusive = small, poorly fitted or top-dose-only effect; inactive = no such curve, though single readings can be large or run the other way; tested in mouse RAW 264.7 cells; also: potency is read from the fitted curve at half-maximal effect; % is scaled to controls: 0 for no effect and ±100 for the full control effect; nearly all actives have a fitted effect of over 55% in size
Active calls of the source: *; ? = inconclusive; . = not tested or not shown; & = joins results of further samples; [ ] = dose if it differs, or a comment. Unless noted, calls follow the shape of the dose curve; as a rule, active = well fitted curve in the direction sought with a large enough effect; inconclusive = small, poorly fitted or top-dose-only effect, or another doubt; inactive = no such curve, though single readings can be large; an effect the other way counts as inactive or inconclusive.

compound | Eya2 phos inh | ELG1 genotoxic | Integrin act MD | TRPV1 ag | B2AR arrestin | ASM inhibitor | p53 reactivation | BRCA1 expr up | PTAP TSG101 blk | USP2a block | uPA generation
CCOCCCn1c(=O)c(NC(=O)c2ccc(OCC)cc2)c2n(c1=S)CCCCC2 | 13% | 2% | -10% | 14 | -0.3% | -2% | -2% | -17% | -9% | -5% | 1%
O=C(C1CCN(S(=O)(=O)c2cccs2)CC1)N1CCCC(C(F)(F)F)C1 (stereo not given) | -13% | -4% | 9% | 5 | -0.2% | -1% | 11% | -17% | -1% | 0% | -2%
CCO[C@@H]1OC(C(=O)NC2CC2)=C[C@H](c2ccc(C(F)(F)F)cc2)[C@H]1CCCO | 13% | -4% | 25% | 2 | 0.6% | -3% | -3% | 9% | . | 8% | -10%
CCOc1ccc(N2C(=O)CSC2c2ccncc2)cc1 (stereo not given) | 8% | 0% | 9% | -4 | -0.1% | 5% | 3% | 2% | -2% | -1% | 4%
CCCCn1nnc(NC(=O)C(c2ccccc2)c2ccccc2)n1 | 4% | -1% | -3% | 4 | 0.2% | 1% | -1% | 7% | -4% | 1% | 4%
O=C(NC1CCCCC1)c1nn2c(C(F)(F)F)cc(-c3ccco3)nc2c1Br | 1% | 0% | -7% | 0 | -0.1% | -1% | ? | 0% | 1% | 0% | 8%
O=C1c2cccc(NCCNCCO)c2C(=O)c2cccc(NCCNCCO)c21 | . | . | -58%[inhibitor] | . | . | -12% | . | -89%[inhibitor] | -3% | . | -9%
CCCc1cc(=O)oc2cc(OCC(=O)NCCCN3CCCC3=O)ccc12 | 3% | 3% | 0% | 0 | 0.4% | 7% | 3% | 4% | -15% | 2% | -3%
COc1ccc(CCC(=O)NNC(=S)Nc2cccc(C(C)=O)c2)cc1 | -4% | -1% | 24% | -5 | -0.1% | 5% | -2% | -4% | 6% | 2% | -1%
COc1ccc(CCNC(=O)c2cc(COc3c(C)cccc3C)on2)c(OC)c1 | 8% | ? | ? | 28 | -1.0% | 1% | 18% | 61% | -1% | 1% | -11%
O=C(CCn1cnc2ccccc2c1=O)Nc1nc(-c2ccc(Br)cc2)cs1 | 0% | 0% | 13% | -8 | -0.5% | 1% | 2% | 5% | -2% | 1% | 5%
COc1cc(/C=N/NC(=O)C(=O)NCc2cccnc2)cc(OC)c1OC | -3% | 5% | -5% | 2 | -0.3% | 2% | -2% | -29% | -3% | 1% | 3%
Nc1nnc(CC(=O)N/N=C/c2cc([N+](=O)[O-])cc(Br)c2O)s1 | 5% | -4% | 34% | -3 | -0.2% | -6% | 4% | -31% | -5% | 1% | -12%
CC1CN(S(=O)(=O)c2cccc(C(=O)N3CCC(C(N)=O)CC3)c2)CC(C)O1 (stereo not given) | -21% | 0% | 19% | . | -1.2% | 2% | -1% | 2% | 1% | -1% | 2%
Cc1nc([N+](=O)[O-])c(C(=O)O)n1C | -10% | 0% | 9% | 2 | 0.0% | -1% | -7% | -1% | -1% | 0% | 9%
C/C(=N\NC(=O)c1c(Br)c(C)nn1C)c1cccc(NC(=O)C2CCC2)c1 | ? | 0% | 10% | 6 | -0.4% | -1% | 2% | 84% | -9% | 3% | -7%
CCN1C(=O)/C(=C\N2CCN(c3ccc(F)cc3)CC2)SC1=S | 4% | -3% | 14% | 8 | -0.1% | -17% | -3% | -35% | -6% | 4% | .
CN(C)c1ccc(C=NCC2(O)CCOC(C)(C)C2)cc1 (stereo not given) | -9% | 5% | -19% | 2 | 0.0% | -1% | 0% | 6% | -10% | -2% | 1%
O=C(Nc1nc(-c2cccnc2)cs1)c1ccccc1Cl | 16% | 4% | 0% | -2 | -0.1% | 2% | 7% | -6% | 2% | 4% | -3%
COc1ccc(NC(=O)C2CCN(c3cnccn3)CC2)cc1Cl | 12% | 0% | ? | 28 | 0.1% | 24% | -2% | 4%&-17% | -2% | 0% | -1%
CCOC(=O)C(=O)N(Nc1ccc(C)cc1)c1ccc(C)cc1 | -23% | 14% | 2% | -10 | -0.3% | -7% | 5% | 11µM* | -4% | -1% | -2%
Cc1cc(NC(=O)c2noc3c2CCc2ccccc2-3)n(-c2ccccc2)n1 | 10% | -3% | 24% | 8 | -0.2% | 4% | 5% | -6% | 1% | -2% | 2%
O=C(COc1ccc(Cl)cc1Cl)NCCC1=CCCCC1 | -1% | -1% | -9% | ? | -1.2% | -6% | -11% | -27% | -3% | 1% | 4%
COc1ccc(Nc2cc(C(=O)NCCCN3CCOCC3)c3ccccc3n2)cc1OC | -17% | -3% | ? | 2 | 0.0% | -1% | 7% | 9% | -5% | 1% | 0%
CC1(NC(=O)CCc2nc3ccccc3c(=O)[nH]2)CCS(=O)(=O)C1 (stereo not given) | -5% | 2% | 8% | 0 | 5.4% | 2% | ? | 9% | -5% | 1% | -8%
CCOC(=O)c1ccc(NC(=S)N(CCCN2CCCC2)Cc2ccco2)cc1 | 10% | -1% | -10% | 6 | 8.7% | 0% | -14% | -13% | -2% | 1% | 7%
COc1ccccc1CN1CC(C(=O)N(Cc2cnn(C)c2)C(C)C)CCC1=O (stereo not given) | 3% | 3% | 1% | -1 | -1.4% | 2% | 19% | 7% | -3% | 4% | -2%
CC(=O)Nc1cccc(NC(=O)COC(=O)CO/N=C(\C)c2ccc3c(c2)OCO3)c1 | 11% | 4% | 20% | -3 | -0.3% | -1% | -1% | -34% | 1% | -1% | 6%
FC(F)(F)c1cccc(Cn2nnnc2-c2ccc(Cl)cc2)c1 | -13% | 0% | -4%[7.66 µM] | 1 | -0.4% | -3% | 10% | -16% | -6% | -3% | .
CCOC(=O)c1[nH]c(C)c(C(=O)Nc2ccc(Cl)cc2)c1C | 3% | 2% | 0% | ? | 0.2% | 0% | ? | 7% | 1% | 3% | -10%
O=C(O)CCc1nn2c3ccccc3nc2n(CCN2CCCCC2)c1=O | -28% | 0% | 2% | -1 | -1.6% | 0% | -3% | 14% | 0% | 2% | 7%
COc1ccc(-c2c(C)n([O-])c(C)c(-c3ccccc3)[n+]2=O)cc1OC | -7% | -4% | 13% | -5 | -0.4% | 1% | -3% | 1% | -6% | 2% | .
Cc1ccsc1-c1ccnc(-n2cccc2)n1 | -7% | 0% | -16% | 3 | -0.4% | -3% | 14% | -65% | -3% | 1% | -2%
O=C(CCN1C(=O)/C(=C/c2ccccc2Cl)SC1=S)Nc1ccccn1 | 4% | -1% | -33% | 3 | -0.2% | 5% | 1% | 0% | 3% | 2% | -10%
COc1ccc(C2=NN(C(=O)CSc3nc4ncc(Cl)cc4[nH]3)C(c3ccco3)C2)cc1 (stereo not given) | -6% | -4% | -8% | 5 | 0.1% | -16% | -1% | -21% | -2% | 0% | -6%
CCOc1cc(C(=O)NCC(=O)N2CCC3(CC2)NCCc2[nH]cnc23)cc(OCC)c1OCC | -7% | 0% | -7% | 2 | 0.3% | 4% | -3% | 0% | 0% | -1% | 3%
C=C1CCC[C@]2(C)C[C@H]3OC(=O)C(CN4CCCCC4CO)[C@H]3CC12 (stereo not given in full) | -4% | 3% | -17% | -7 | 0.1% | 2% | -15% | -79% | 0% | -1% | 6%
COc1ccc(NC(=O)C2C3C=CC4(O3)C2C(=O)N(CCN2CCCCC2)C4C(=O)NC2CCCCC2)cc1 (stereo not given) | -9% | 0% | -44% | 1 | -0.7% | 0% | -1% | 15% | 1% | 0% | -4%
CN(C)c1ccc(C(C(=O)NCC2CCCO2)N(C(=O)c2snc(C(N)=O)c2N)c2ccccc2)cc1 (stereo not given) | 21% | -29% | 30% | 2 | 0.0% | 8% | -2% | -9% | -1% | 2% | 1%
CC(C)(C)OC(=O)N/N=C/c1ccc(N2CCOCC2)s1 | 6% | 0% | -23% | -1 | -0.7% | 33%[activator] | ? | 91% | 26% | 5% | -5%
CCOC(=O)c1c(C)nc2sc3c(=O)n(-c4ccc(OC)cc4)cnc3c2c1-c1ccc(OC)cc1 | 9% | -4% | -20% | 2 | -0.2% | -7% | 5% | -10% | -6% | 3% | 6%
CN(C)C(CNC(=O)c1ccc(Br)cc1)c1ccco1 (stereo not given) | 13% | -1% | 6% | 0 | -1.1% | -3% | -1% | -8% | -6% | 7% | 3%
Cc1cc(C)c(NC(=O)C2CC(=O)N(c3ccc4c(c3)OCCO4)C2)c(C)c1 (stereo not given) | 11% | 4% | -2% | -3 | -0.3% | 1% | -4% | 30% | -1% | 1% | 2%
CCOC(CNC(=O)CN1C(=O)COc2ccc(S(=O)(=O)N3CC(C)CC(C)C3)cc21)OCC (stereo not given) | 3% | -4% | 12% | 4 | -0.5% | -6% | 10% | 1% | -1% | 0% | -15%

Screening results as filed in PubChem BioAssay.

Outcome played no part in choosing rows. Share with any hit: about 2.6%.
